Peg3 promoter – Peg3 promoter activity inhibition. HeLa PEG-Prom luciferase reporter, luminescence, overnight. inhibition, % at 20 µM. 360,000 tested, 1.7% active. AID 588405;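 active = inhibition of at least 50% at 20 µM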
NR2E3 ag-1 – activates human NR2E3 receptor; Q9Y5X4; CHO-S Gal4-NCOR/VP16-NR2E3 two-hybrid, luciferase; inhibition of corepressor binding, % at 3.98 µM; 360,000 tested, 0.35% active; AID 602229;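 active = inhibition above the mean of all tested compounds plus 3 SD, cut at about 70% in these data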;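 also: 0% = DMSO with NR2E3 transfected cells and 100% = cells lacking NR2E3 construct; higher means lower luciferase signal from less NR2E3 corepressor binding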
Target sequence (Q9Y5X4 whole entry, looked up, the tested form may be a part): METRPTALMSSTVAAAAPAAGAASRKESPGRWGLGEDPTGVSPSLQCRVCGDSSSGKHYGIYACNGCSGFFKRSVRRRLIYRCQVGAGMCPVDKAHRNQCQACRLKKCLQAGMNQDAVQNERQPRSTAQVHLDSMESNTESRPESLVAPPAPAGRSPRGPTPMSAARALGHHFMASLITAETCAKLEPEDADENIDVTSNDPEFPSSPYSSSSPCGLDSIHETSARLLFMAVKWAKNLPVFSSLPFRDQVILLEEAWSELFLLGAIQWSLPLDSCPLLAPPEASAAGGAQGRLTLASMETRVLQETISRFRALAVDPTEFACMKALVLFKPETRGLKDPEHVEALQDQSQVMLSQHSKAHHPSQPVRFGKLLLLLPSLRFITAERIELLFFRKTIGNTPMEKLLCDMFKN
HIF-2a block – HIF-2a inhibition. 786-0 RCC cells HIF-2a reporter, luciferase luminescence, overnight. inhibition, % at 18.8 µM. 360,000 tested, 0.72% active;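 active = inhibition of the luminescence signal of 40% or more relative to plate controls, in a single-dose primary screen at 18.75 µM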
NR2E3 ag-2 – NR2E3 (human) agonism. 320,000 tested, 0.12% active. inhibition of corepressor binding, % at 4.78 µM. GST-NR2E3/biotin-RetCOR TR-FRET, 1536-well. AID 2300;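 active = percent inhibition above the cutoff of mean plus 3 SD of all tested compounds, set per screening campaign, cut at about 20% in these data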;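 also: 0% = DMSO wells and 100% = biotin wells as full block of FRET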
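Material: NR2E3–RetCOR corepressor complex / Amount: 1.35 nM GST-NR2E3 / Medium: Tris pH 7.5 / Compound: single nominal compound dose of 4.8 µM / Incubation: 5 h at 4 °C / Technique: TR-FRET, Eu(K)-anti-GST donor, streptavidin-D2 acceptor, ex 340, em 617/671 nm / Read-out basis: percent loss of FRET ratio relative to control wells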
Shn3 3UTR inh – inhibitors of Schnurri-3 3'UTR reporter in osteoblasts; Clone20 osteoblast Shn3 3'UTR firefly luciferase, 24 h; inhibition, % at 12.5 µM; 360,000 tested, 0.52% active;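 active = mean inhibition of at least 75% with every replicate also reaching 75%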;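 also: 0% = median of neutral control wells and 100% = pilot-screen positive control compound; some compounds past the cut are filed as inactive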
TROY NFkB inh – blocks TROY-dependent signaling in reporter cells | Q293 LMP1-TROYcd NF-kB luciferase reporter, 4 h | inhibition, % at 10 µM | 360,000 tested, 0.98% active | AID 1347056;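 active = compounds whose plate-normalised and pattern-corrected inhibition of the luciferase reporter signal at the single screening dose is 50% or more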
TWEAK-Fn14 inh – inhibitors of TWEAK-Fn14 interaction signaling; TWEAK-stimulated Fn14 reporter cells, luciferase luminescence, 8 h; inhibition, % at 10 µM; 360,000 tested, 2% active; in the data active = inhibition above about 50%
KKLEB cytotox – reduces viability of KKLEB cystic fibrosis airway cells; AID 602141; 360,000 tested, 0.36% active; activity change (cytotoxicity), % at 5 µM; KKLEB CF airway cells viability, ATPlite luminescence, overnight; hits give low values; cells stimulated with P. aeruginosa culture filtrate;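 active = corrected activity change at or below -50% at 5 µM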
CF NFkB inh – cystic fibrosis NF-kB activation inhibition; KKLEB NF-kB-GFP reporter, PAF-induced, GFP fluorescence overnight; inhibition, % at 5 µM; 360,000 tested, 0.86% active; AID 588850;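 active = at least 50% inhibition at 5 µM, scaled per plate between neutral and stimulator controls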;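 also: PAF is a Pseudomonas aeruginosa culture filtrate used as stimulus; plate controls were PAF-stimulated DMSO wells for no effect and unstimulated DMSO wells for full effect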
TRPM1 prom inh – inhibitors of MITF-driven TRPM1 promoter in melanoma cells. 330,000 tested, 0.83% active. inhibition, % at 12.5 µM. AID 488899. SK-MEL-5 TRPM1 promoter luciferase, 24 h;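 active = mean inhibition across replicates of 60% or more, whatever share of single replicates reaches that level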; also: values of inactives mirror those of a sister screen read the other way
TRAIL sens C8 – sensitizes caspase-8 expressing cells to TRAIL; NB7+C8 cells + TRAIL, ATPlite viability luminescence; inhibition (viability loss, TRAIL sensitization), % at 10 µM; 360,000 tested, 1% active;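 active = compounds causing at least 50% loss of cell viability in the single-dose screen, relative to plate controls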
* marks the source's active call; other numbers are inactive results; . = no result given. The list is partial; the hit share may differ from the screen's.

SMILES	Peg3 promoter	NR2E3 ag-1	HIF-2a block	NR2E3 ag-2	Shn3 3UTR inh	TROY NFkB inh	TWEAK-Fn14 inh	KKLEB cytotox	CF NFkB inh	TRPM1 prom inh	TRAIL sens C8
CN(CCc1ccccc1)C(=O)c1cccc(NC(=O)Cc2cccc(NC(=O)C3CCCN(S(=O)(=O)c4cccc([N+](=O)[O-])c4)C3)c2)c1 (stereo not given)	10	-34	-1	.	3	9	10	2	4	9	1
Cc1ccc(S(=O)(=O)N2CCC(C(=O)OCC(=O)N(CCC#N)c3ccc(F)cc3)CC2)cc1C	-16	-25	2	2	10	6	-5	7	1	0	0
CCc1ccc(CN(C)C(C)C(=O)NCc2ccccc2)cc1 (stereo not given)	22	22	13	.	22	-3	6	0	2	0	9
CCCn1c2c(c(O)c(C(=O)Nc3ncccc3O)c1=O)CCCC2	6	-14	17	5	-3	.	1	-5	4	16	-1
CC(NC(N)=O)C(=O)Nc1ccc(Cl)c(S(=O)(=O)Nc2ccc(Cl)cc2)c1 (stereo not given)	3	23	11	-3	-6	-18	11	2	-15	-6	8
Cn1nnnc1Sc1ncnc2scc(-c3ccc4c(c3)OCO4)c12	75*	47	63*	.	-17	13	58*	-22	48	29	-3
Cc1ccc2cc(CN(Cc3nnnn3C3CCCCC3)CC3CCCO3)c(=O)[nH]c2c1 (stereo not given)	-6	-27	-13	2	13	-4	-3	16	-27	6	2
O=C(Cc1n[nH]c(=O)[nH]c1=O)N/N=C/CCc1ccccc1	-3	9	16	-3	11	-18	-2	-6	-21	7	-9
Cc1cccc(C)c1NC(=O)CN1CCN(CCCC(c2ccc(F)cc2)c2ccc(F)cc2)CC1	41	1	-29	3	62	27	-13	-9	-2	29	33
CC1CCCCN1Cc1cnc(Cl)s1 (stereo not given)	1	-28	17	2	15	-5	3	-6	6	5	-1
O=C(COC(=O)c1ccc2c(c1)S(=O)(=O)N=C1CCCCCN12)NCCc1ccc(F)cc1	2	-1	18	0	-3	22	-4	-1	-14	-2	-13
CN(Cc1ccccc1)Cc1nc2c(c(=O)n(C)c(=O)n2C)n1Cc1ccccc1Cl	20	-10	8	0	21	-29	7	-1	0	10	9
O=C(CCN=C1NS(=O)(=O)c2ccccc21)OCC(=O)c1ccccc1	-17	-8	-1	-3	-10	-15	7	-23	11	-4	-9
Cc1cc2nc(C)c(Cl)c(=O)n2[nH]1	4	-24	28	3	17	-22	5	5	1	12	-5
[O-]/C(=C(\C(=S)NCc1ccccc1)[n+]1ccccc1)c1ccc(Cl)s1	10	-1	-6	4	2	13	16	-6	-4	-1	-5
Cc1ccccc1NC1=C/C(=N\S(=O)(=O)c2ccc(C(=O)O)cc2)c2ccccc2C1=O	101*	25	56*	19	-10	42	93*	-56*	100*	22	34
CCN1C(=O)N(c2ccc(Cl)cc2)C(C)=CC1(C)C	-7	-16	-3	1	15	-16	-2	6	-2	6	7
COc1ccc(CNC(=O)CN2C(=O)c3ccccc3C2=O)cc1	6	-3	13	-2	-2	-42	-9	-4	-5	2	5
CC1=C(C(=O)Nc2ccccc2)C2(CCCCC2)C(C#N)=C(SCC(N)=O)N1	12	-13	24	0	-12	-1	10	4	2	3	-6
CCN(CC)CC(=O)Nc1ccc(Oc2ccc(NC(=O)CN(CC)CC)cc2)cc1	8	-3	0	-2	-1	2	-25	0	9	-19	18
O=C(/C=C/c1ccccc1)NC(NC(=S)Nc1cccc(O)c1)C(Cl)(Cl)Cl (stereo not given)	24	-6	16	-5	12	47	56*	-3	21	10	-5
Cc1ccc(S(=O)(=O)N(C)/N=C2/C(=O)N(CC(=O)O)c3ccccc32)cc1	6	-16	5	0	-1	-25	-24	-4	16	-1	-10
CNC(=O)c1cc(C)c(-c2ccccc2)s1	39	-16	-151	4	11	-78	17	-6	0	-21	3
CCOc1ccc(N2C(=O)CS/C2=N/NC(=O)COc2ccc3ccccc3c2)cc1	13	12	6	1	14	-9	-27	2	2	1	-15
COC(=O)C1=C(C)NC(=O)C1(NS(=O)(=O)c1ccc(C)cc1)C(F)(F)F (stereo not given)	-3	2	-4	-1	-11	5	12	10	-4	8	-9
O=C(NCC(c1ccco1)N1CCN(c2ccccc2F)CC1)C1CCCCC1 (stereo not given)	3	-7	16	-4	22	2	-19	-4	26	1	-5
O=c1[nH]c(/C=C/c2ccccc2[N+](=O)[O-])nc2ccccc12	-5	-13	-40	-2	-12	-39	16	11	24	6	-8
O=C(Cn1cc(C(=O)c2ccco2)c2ccccc21)NC1CCCC1	19	-16	9	0	11	-5	-10	-1	-6	3	11
CCC(C)N(C(=O)CSc1nnc(-c2cccs2)n1C1CC1)C1CCS(=O)(=O)C1 (stereo not given)	15	-4	19	.	-1	-22	-13	-1	-6	-1	7
COC(=O)c1c(F)c(F)c(NCCO)c(F)c1F	12	-11	-6	2	-11	-4	12	7	3	8	13
Cc1nc(-c2ccccn2)sc1C(=O)Nc1ccc(Cl)c(Cl)c1	-171	-71	-236	-2	11	-22	1	-3	-9	-42	-6
COc1ccc2oc3cc(Cl)ccc3c(=O)c2c1	-298	-30	-262	.	-43	-43	-24	-8	-11	.	17
CCCCS(=O)(=O)c1sc2nc(C)cc(C)c2c1N	7	6	-34	1	7	3	22	-13	-3	8	-13
CCN(CC)CC(=O)N1CCCC(C(=O)c2ccccc2OC)C1 (stereo not given)	-32	-19	-32	3	-12	-33	-21	-3	-5	-9	-3
O=C1NC(=Nc2ccc(F)cc2)SC1Cc1ccc(F)cc1 (stereo not given)	12	4	8	2	2	-25	17	-4	11	.	-3
COc1ccc(OC)c(Cc2nnc(CCC(=O)N3CCCCC3)o2)c1	-120	-32	-196	-2	-20	-41	6	6	-6	-22	2
CCN(c1ccccc1)c1nc(C#N)nc(N(CC)c2ccccc2)n1	1	-28	23	-1	-3	16	10	-25	52*	14	-12
CN=c1scc(C)n1/N=C/c1ccc2c(c1)OCO2	-39	-168	-74	-2	12	-55	53*	-24	0	-10	61*
CC1(c2nnc(-c3ccccc3)o2)CC(c2cccc(Cl)c2)=NO1 (stereo not given)	12	-9	-18	0	13	-5	3	0	7	-22	1
O=[N+]([O-])c1ccccc1CNC1CCCCCC1	4	-15	-11	0	-1	-14	-8	2	-11	0	-1
CCOc1cc(/C=N/N=C(N)N)ccc1OCc1ccc(Cl)cc1	99*	-13	97*	-1	95*	-14	10	-24	6	90*	87*
CC1Cc2cc(/C(O)=C3/C(=O)C(=O)N(Cc4ccco4)C3c3cccs3)ccc2O1 (stereo not given)	-57	-9	-61	22*	-7	65*	66*	5	-12	-16	-7
CCN(Cc1ccccc1)C(=O)CCS(=O)(=O)c1ccc2c(c1)NC(=O)CO2	2	0	5	3	-9	-25	-11	-10	7	-9	-8
CCOC(=O)CSc1nc2ccccc2c(=O)n1CC(C)C	11	-5	15	1	-1	5	12	-4	16	0	-7
O=P(O)(CCc1ccccn1)CN1CCOCC1	7	-15	4	2	-5	-3	2	-7	-6	6	-14
CC1CC(=O)Nc2ccccc2N1S(=O)(=O)c1ccc(Br)cc1 (stereo not given)	13	10	7	4	-12	6	14	5	-5	16	-3
Cc1c(/C=N/NC(=O)c2cccs2)c2ccccc2n1Cc1ccccc1Cl	-21	-17	-34	3	30	-43	-60	-3	-30	8	16
CC(C)CNc1nc(N)c([N+](=O)[O-])c(NC2CCCCC2)n1	25	0	17	1	18	14	10	-5	25	-9	-3

Just NR2E3 ag-1, for three of the compounds above:
Structure,NR2E3 ag-1
CCN(Cc1ccccc1)C(=O)CCS(=O)(=O)c1ccc2c(c1)NC(=O)CO2,0
Cc1c(/C=N/NC(=O)c2cccs2)c2ccccc2n1Cc1ccccc1Cl,-17
CC1CC(=O)Nc2ccccc2N1S(=O)(=O)c1ccc(Br)cc1 (stereo not given),10

Next section:
SMILES	Peg3 promoter	NR2E3 ag-1	HIF-2a block	NR2E3 ag-2	Shn3 3UTR inh	TROY NFkB inh	TWEAK-Fn14 inh	KKLEB cytotox	CF NFkB inh	TRPM1 prom inh	TRAIL sens C8
O=C(NCCCN1CCOCC1)c1sc2cc([N+](=O)[O-])ccc2c1Cl	5	-23	-7	2	11	-9	33	-4	-16	14	3
N=C1/C(=C\c2coc3ccccc3c2=O)C(=O)N=C2SC(c3ccncc3)=NN12	4	-17	26	6	2	30	7	-2	-19	9	-5
O=C(O)COc1ccccc1/C=N/NC(=O)CSc1nnc(-c2ccc(Cl)cc2)n1C1CCCCC1	12	-51	4	1	-19	5	2	0	-1	19	-7
CCCc1nn2c(=O)cc(CSCC(=O)Nc3ccccc3OC)nc2s1	3	7	9	4	10	-8	1	-6	0	-4	-5
CCc1cc(=O)oc2c(C)c(OCC(=O)NCCCN3CCOCC3)ccc12	-2	-10	9	-2	15	-6	-16	9	20	-5	-3
CC1CCCC(C)N1C(=O)COC(=O)c1ccc(O)cc1 (stereo not given)	-6	-8	-2	1	-12	-1	6	0	5	-7	13
Cc1ccnc(NC(=O)C2CCN(S(=O)(=O)c3ccc4ccccc4c3)CC2)c1	-23	-34	-41	-3	-15	42	-6	-12	11	2	15
O=C(OCc1cc2ccccc2[nH]c1=O)c1cccs1	-43	-1	18	-1	3	43	57*	13	7	1	12
O=S(=O)(Nc1nc2ccccc2nc1N1CCN(c2ccccc2F)CC1)c1ccc(Cl)cc1	49	-15	-3	1	11	44	-6	-47	61*	8	5
O=C(NN1C(=O)C2CCCCC2C1=O)c1ccco1 (stereo not given)	0	-14	11	1	-7	-9	-5	-1	-3	-4	12
Cc1nc2ccc(S(=O)(=O)NCC(=O)NC(C)c3ccccc3)cc2s1 (stereo not given)	4	7	2	0	-3	-10	14	-1	-1	12	1
CC(=O)c1cccc(NC(=O)N2CCCC2C(=O)Nc2cccc(C)c2)c1 (stereo not given)	1	-34	18	0	-10	12	66*	-9	-7	6	-5
S=C(NCc1ccco1)N1CCN(c2ccc(Cl)cc2)CC1	7	-10	10	-2	18	-2	19	-33	3	-8	-11
O=C(CN1C(=O)c2ccccc2C1=O)OCC(=O)c1ccc(F)cc1	-26	-40	-19	2	4	-24	-14	-8	9	-17	-17
O=C(Nc1cccnc1)C12CC3CC(CC(C3)C1)C2	21	-39	6	2	-3	6	44	6	7	4	-4
NNC(=O)COc1ccccc1F	17	-46	26	-2	-20	0	5	1	-7	2	-2
Cc1ccccc1NC(=O)Cc1nc(COC(=O)c2cc(Cl)ccc2O)cs1	7	-39	5	2	5	2	-7	5	1	-2	-4
CC(Sc1ncccn1)C(=O)NC1CCCC1 (stereo not given)	0	0	7	4	8	-10	-9	-2	24	-2	0
O=C(COc1coc(CN2CCN(c3ccccc3F)CC2)cc1=O)N1CCc2ccccc21	-1	10	9	-1	-1	-16	-8	9	-11	-2	10
